# Screens (PubChem BioAssay)
# SV40 large T antigen – SV40 large T antigen inhibitors, biochemical (AID 1903); inhibition, % at 20 µM; hits with a dose series show IC50 in µM; SV40 large T antigen ATPase/helicase inhibition assay; higher % means a stronger effect; 310,000 compounds, 0.39% hits; in the data active = a potency from the dose series; inconclusive = inhibition mostly from about 32% at the one dose, without a potency; inactive = the rest, 99 in 100 with inhibition below about 32%; note: strong numbers were not always called active
# NTR1 agonist – NTR1-driven beta-arrestin-GFP spot formation – imaging, U2OS cells, high content, primary screen (AID 493036); P30989; agonist mode; activation, % at 20 µM; 330,000 compounds, 0.17% hits;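 active = activation at or above 40% of the spot to cytoplasm intensity ratio, with at least 20 cells analyzed; inconclusive = wells under 20 cells, flagged as cytotoxic or low count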;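 note: 0% = DMSO without peptide and 100% = 100 nM NTR1 peptide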
# Target sequence (P30989 whole entry, looked up): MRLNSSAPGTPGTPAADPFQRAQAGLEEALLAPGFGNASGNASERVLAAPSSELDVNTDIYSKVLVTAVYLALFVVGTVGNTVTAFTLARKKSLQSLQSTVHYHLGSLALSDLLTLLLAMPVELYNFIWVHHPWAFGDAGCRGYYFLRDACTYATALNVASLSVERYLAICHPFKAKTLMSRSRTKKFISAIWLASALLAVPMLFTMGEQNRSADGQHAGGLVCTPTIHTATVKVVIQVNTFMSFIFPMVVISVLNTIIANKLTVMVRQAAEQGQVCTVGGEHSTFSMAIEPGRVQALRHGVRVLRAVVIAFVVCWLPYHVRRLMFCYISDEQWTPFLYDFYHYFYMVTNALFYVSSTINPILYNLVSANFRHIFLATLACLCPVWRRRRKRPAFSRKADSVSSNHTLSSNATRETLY
# RSV CPE inhibition – RSV antiviral activity via CPE protection, HEp-2 cells, primary 10 µM value included (AID 2391). one-dose CPE inhibition, % at 10 µM; IC50 in µM for titrated hits. 310,000 compounds, 0.13% hits. HEp-2 cells, RSV-induced CPE inhibition; higher % means a stronger effect; in the data active = a potency from the dose series; inconclusive = CPE inhibition mostly from about 23% at the one dose, without a potency; inactive = the rest, 99 in 100 with CPE inhibition below about 21%; note: strong numbers were not always called active
# K1F lysis inhibition – inhibition of K1F phage lysis, E. coli UTI89, bacterial capsule biogenesis inhibitors, alamar blue (AID 488966) | E. coli UTI89 K1F phage lysis, alamar blue, 2 h; higher % means a stronger effect | inhibition, % at 100 µM, or IC50 in µM where a hit was titrated | 340,000 compounds, 0.02% hits;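 active = phage lysis inhibition, versus mean bacterial control, above a set limit; inconclusive = no clear call, values can overlap the other calls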;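 note: capsule biogenesis inhibitors block K1F phage lysis so surviving cells raise fluorescence; higher fluorescence means more inhibition of phage lysis; actives were called in the ten point dose series up to 300 µM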
# T cell HTS – modulates CD8 T cell binding to vesicles | 2C CD8+ T cell-vesicle binding, flow cytometry; active compounds read low | calls only at 7 µM | 330,000 compounds, 0.068% hits;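 active = response, share of CD8 T cells binding vesicles, and their 90th percentile fluorescence all below set limits, cut at about 80% in these data, passing the limit was not always enough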
#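 Material: murine 2C transgenic CD8+ T lymphocytes / Also added: QL9-peptide-loaded Drosophila micro-vesicles bearing Ld, ICAM-1 and B7-1 / Schedule: binding step 1.5 h, 37 °C, antibody labelling 20 min, ice / Signal: flow cytometry, PE anti-B7-1 (FL2) versus Alexa647 anti-CD8 (FL8), PFA-fixed / Evaluation: percent CD8+ FL2 mean versus row control / Benchmarks: naked versus QL9-loaded vesicles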
# West Nile virus CPE – inhibition of WNV-induced cytopathic effect – cell-based, CPE readout (AID 1621); West Nile virus-infected cells, CPE inhibition; higher % means a stronger effect; CPE inhibition, % at 10 µM, or IC50 in µM where a hit was titrated; 290,000 compounds, 0.02% hits; in the data active = a potency from the dose series; inconclusive = CPE inhibition mostly from about 3.7% at the one dose, without a potency; inactive = the rest, 99 in 100 with CPE inhibition below about 2.2%; note: strong numbers were not always called active
# PhoP inhibition – inhibitors of PhoP regulon expression, primary screen, Salmonella Typhimurium, GFP reporter (AID 1863); S. Typhimurium PhoP-regulated promoter GFP reporter, 4 h; higher % means a stronger effect; inhibition, % at 50 µM, or IC50 in µM where a hit was titrated; 300,000 compounds, 0.16% hits;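 active = inhibition over 29.93%, a cutoff 3 SD above the screen mean, later confirmed by dose response; inconclusive = inhibition over 29.93% but no dose response follow-up; inactive = inhibition at most 29.93% or unconfirmed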;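 note: 0% = low Mg2+ inducing control and 100% = high Mg2+ repressing control; strong numbers were not always called active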
# NS5 inhibitors – flavivirus cap methylation enzyme inhibition – biochemical, confirmation dose response, primary screen (AID 588689); Dengue-2 NS5 methyltransferase capping enzyme assay, biochemical; higher % means a stronger effect; inhibition, % at 25 µM; hits with a dose series show IC50 in µM; 340,000 compounds, 0.3% hits; in the data active = a potency from the dose series; inconclusive = inhibition above about 29% without an active follow-up result
# Rac1 GTP hydrolysis – MgcRacGAP GTPase-activating activity inhibitors, confirmation, biochemical, ADP Hunter fluorescence; MgcRacGAP-stimulated Rac1 GTP hydrolysis, ADP Hunter fluorescence; higher % means a stronger effect; GST-tagged Rac1 F28L mutant substrate; one-dose inhibition, % at 30 µM; IC50 in µM for titrated hits; 340,000 compounds, 0.6% hits;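 active = first-screen hits whose inhibition reached a set limit at any dose in the follow-up dose series; inconclusive = inhibition above the set first-screen limit but never retested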;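 note: fluorescence reports GDP produced by GAP-driven GTP hydrolysis; strong numbers were not always called active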
# T cell HTS vesicle-bound % – second read-out of T cell HTS, no call of its own (marks repeat the call); double positive events, %; measured here: CD8+ vesicle-bound cell fraction;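 binding gate set so that unloaded-vesicle control wells show 10% double positive cells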
# NTR1 agonist cell count 20 µM – further read-out of NTR1 agonist, marked with its call; cell count; measured here: cell count, cytotoxicity flag
# NS5 inhibitors pilot replicate – also measured in NS5 inhibitors; calls as there; inhibition, %; measured here: pilot screen replicate inhibition
# An asterisk follows results filed as active; i = inactive; ? = inconclusive; . = not tested or not shown; [ ] = dose if it differs, or a comment.
# Start of the data: the first two entries as a preview:
SMILES,SV40 large T antigen,NTR1 agonist,NTR1 agonist cell count 20 µM,RSV CPE inhibition,K1F lysis inhibition,T cell HTS,T cell HTS vesicle-bound %,West Nile virus CPE,PhoP inhibition,NS5 inhibitors,Rac1 GTP hydrolysis,others
Cc1ccccc1Nc1nc(N)nc(COC(=O)CCS(=O)(=O)c2ccccc2)n1,3%,-1.1,72,-0.8%,0.2%,i,33,0.2%,-8%,-8%,6%,NS5 inhibitors pilot replicate=2.7
N#CNC(=Nc1cccc(F)c1)SCc1ccccc1F,7%,2.2,81,2.3%,0.5%,i,50,-0.6%,-11%,-4%,7%,

# This part in full, from the first entry:
SMILES,SV40 large T antigen,NTR1 agonist,NTR1 agonist cell count 20 µM,RSV CPE inhibition,K1F lysis inhibition,T cell HTS,T cell HTS vesicle-bound %,West Nile virus CPE,PhoP inhibition,NS5 inhibitors,Rac1 GTP hydrolysis,others
Cc1ccccc1Nc1nc(N)nc(COC(=O)CCS(=O)(=O)c2ccccc2)n1,3%,-1.1,72,-0.8%,0.2%,i,33,0.2%,-8%,-8%,6%,NS5 inhibitors pilot replicate=2.7
N#CNC(=Nc1cccc(F)c1)SCc1ccccc1F,7%,2.2,81,2.3%,0.5%,i,50,-0.6%,-11%,-4%,7%,
CC12CN3CCN(CC(C3)/C1=N\N=C1/C3CN4CCN(C3)CC1(C)C4)C2,1%,-0.2,98,0.6%,0.3%,i,62,-0.8%,-4%,6%,1%,
Cc1ccc(/C=N/NC(=O)c2ccc3c(c2)OCCO3)s1,23%,1.4,54,-0.1%,-0.8%,i,40,-0.4%,19%,8%,13%,
Cc1ccc(Nc2ccc(C(F)(F)F)cc2[N+](=O)[O-])cc1,-14%,2.9,76,0.9%,-0.2%,i,44,0.2%,19%,-3%,1%,
COc1cccc(OCCCCSc2ncccn2)c1,-2%,-1.0,47,-0.3%,0.3%,i,16,0.0%,3%,-1%,10%,
Cn1c(=O)n(C)c2cc(CN3C(=O)OC(C)(C)C3(C)O)ccc21 (centres undefined),8%,-2.2,66,2.3%,0.2%,i,26,0.1%,12%,-1%,4%,
Cc1onc(-c2ccc3c(c2)OCO3)c1-c1ccc2[nH]ccc2c1,16%,1.8,100,2.3%,-0.8%,i,11,0.5%,15%,-3%,0%,
COCCCN1C(=O)C2C(C(=O)Nc3cc(C)cc(C)c3)C3C=CC2(O3)C1C(=O)NC1CCCCC1 (centres undefined),15%,0.0,44,1.3%,-0.3%,i,32,-0.4%,-3%,-4%,-6%,
COc1cc(/C=N/NC(=O)c2nc3ccccn3c2C)cc(OC)c1O,22%,1.5,62,1.9%,0.4%,i,26,0.8%,1%,-2%,15%,
Oc1ccc(Nc2nc(NCC3CCCO3)c3ccccc3n2)cc1 (centres undefined),9.5µM*,-1.5,85,.,3.5%,.,.,-0.8%,-10%,1%,?,
CCCNC(=O)N(CCOC)CC1CCCN(C2Cc3ccccc3C2)C1 (centres undefined),19%,-0.6,67,3.1%,0.6%,i,47,-1.0%,0%,.,9%,
O=C(CCSc1nnc2ccccn12)Nc1ccc(F)cc1,-6%,-1.4,81,-0.8%,5.9%,i,6,-0.1%,-5%,-3%,3%,
CC(C)(C)OC(=O)N1CCC[C@H]1c1nnc(SCC(=O)Nc2ccc(Br)cc2)o1,3%,2.6,60,0.1%,-0.8%,i,34,-0.2%,-3%,1%,-5%,
O=C(c1ccc2c(c1)OCO2)C1CCCN(Cc2c(F)ccc(F)c2F)C1 (centres undefined),12%,0.6,76,-0.5%,0.8%,i,23,-0.3%,-4%,-7%,9%,
Cc1cc(=O)n2ccsc2n1,3%,1.0,75,0.3%,1.8%[50 µM],i,45,0.5%,12%,1%,4%,
O=C(O)CN1CCCCC1,5%,-0.9,51,1.7%,0.2%,i,55,1.2%,6%,3%,11%,
Cn1nnc2c[n+](CC(=O)c3ccc(Cl)cc3)cc(Br)c21,7%,7.3,52,3.6%,.,i,30,0.0%,-3%,.,.,
CC1CCN(CCCNC(=O)C2CC(=O)N(CCc3ccccc3)C2)CC1 (centres undefined),7%,0.1,45,0.5%,0.3%,i,34,-0.1%,8%,-2%,8%,
CCOC(=O)c1sc2nc(CC(C)C)c3c(c2c1N)CCC3,-1%,0.1,60,1.7%,1.5%[50 µM],i,24,0.3%,10%,-11%,-2%,
CC1CCCCC1NC(=O)Cn1cc([N+](=O)[O-])ccc1=O (centres undefined),.,-2.5,50,0.5%,-1.0%,i,30,.,.,-1%,3%,
CN(CC(=O)Nc1ccccc1C(F)(F)F)C(=O)c1cc2c(s1)CCCCC2,1%,4.0,53,2.7%,-0.3%[50 µM],i,23,.,-1%,-6%,1%,
O=C1C2CCCN2C(c2ccc(Cl)cc2)N1c1nccs1 (centres undefined),1%,-1.2,82,2.1%,2.1%,i,14,2.0%,6%,7%,5%,
Cc1ccc2nc(Cl)c(C3CC(c4cccs4)=NN3S(C)(=O)=O)cc2c1 (centres undefined),0%,-0.9,94,1.1%,0.8%,i,64,-1.3%,5%,-4%,3%,
COC(=O)C1C(=O)NCC1c1ccccc1 (centres undefined),1%,2.5,69,1.4%,0.0%,i,17,.,3%,-4%,0%,
CC1CN(C(=S)SCC(=O)c2ccc(Cl)cc2)CC(C)O1 (centres undefined),9%,5.4,48,8.0%,5.3%,i,22,-1.2%,-5%,1%,2%,
Cc1ccccc1-n1nnnc1SCC(=O)NCC1CCCO1 (centres undefined),7%,0.6,58,0.6%,3.8%,i,42,0.1%,3%,-2%,0%,
C=CCC[C@H](Cc1ccc(F)cc1)C(=O)OC[C@@H](C)NC(=O)[C@H](CC=C)CC(=O)NCCO,.,-0.5,50,.,-1.1%,i,12,.,.,0%,-15%,
CN(CCCC(=O)NCc1ccco1)S(=O)(=O)c1ccccc1,10%,-0.6,52,1.1%,1.1%,i,22,0.5%,2%,3%,-5%,
C=CCc1cc(Cl)ccc1OCCN1CC(C)OC(C)C1 (centres undefined),1%,-0.8,65,-1.9%,0.2%,i,47,-1.7%,-12%,4%,26%,
COc1c(Cl)cc(Cl)cc1/C=C/C(=O)c1ccc(NC(=O)c2cccs2)cc1,7%,10,45,-1.7%,-2.1%,i,5,-1.2%,-2%,-3%,5%,
CCOc1cc(C(=S)N2CCCCC2)ccc1OCC(=O)NCc1ccccc1,4%,2.0,74,0.5%,0.1%,i,6,-0.5%,7%,-1%,4%,
CC(C)(C)c1ccc(NC(=S)NCCc2ccccn2)cc1,15%,1.8,46,1.9%,0.9%,i,15,-0.2%,1%,15%,-1%,
Cc1ccc(OCC(=O)O/N=C(\N)Cc2cccs2)cc1C,.,0.8,63,1.9%,0.2%,i,8,0.5%,.,-4%,6%,
CC(C)(O)/C=C/C[C@](C)(O)C1CC[C@]2(C)C1[C@H](O[C@H]1O[C@@H](CO)[C@H](O)[C@@H](O)[C@@H]1O)CC1[C@@]3(C)CC[C@H](O)C(C)(C)C3[C@@H](O)C[C@]12C (some centres undefined),.,-0.9,74,.,1.9%,i,28,.,.,3%,7%,
Cn1c(CCc2ccccc2)nnc1SCC(N)=O,7%,1.3,59,0.9%,-0.4%,i,61,-0.1%,-6%,-6%,-3%,
CC(C)S(=O)(=O)c1csc(NC(=O)Nc2cc(Cl)ccc2Cl)c1Cl,4%,42*,67*,5.5%,0.5%,i,37,?,-6%,-4%,5%,
CCCC(CCC(=O)NC1CCCCC1)C(=O)O (centres undefined),1%,0.1,86,0.2%,0.4%,i,51,-0.2%,8%,-5%,6%,NS5 inhibitors pilot replicate=-2.1
Cc1ccc(NC(=S)N2CCSC2c2cccs2)cc1 (centres undefined),6%,-1.1,55,9.1%,0.0%,i,32,0.4%,-11%,1%,10%,
Cc1ccc(/C=N/NC(=O)c2cc(C3CC3)nc3ccccc23)o1,12%,-1.5,72,0.2%,0.5%,i,42,-0.4%,7%,1%,10%,
COc1ccc(Oc2cc(NN3CCCCC3)c([N+](=O)[O-])cc2[N+](=O)[O-])cc1OC,9%,-1.2,103,-2.7%,0.6%,i,16,-0.6%,-10%,7%,6%,
CC(C)(C)c1ccc(/C=C/C(=O)Nc2nncs2)cc1,5%,5.1,41,3.8%,6.3%,i,43,-0.8%,-11%,-2%,-1%,
CNS(=O)(=O)c1cc(NC(=O)CCCNC(=O)c2ccc(Cl)cc2)ccc1C,46%,-1.8,48,0.8%,0.1%,i,12,-0.3%,8%,1%,10%,
Cc1cc(=O)[nH]c(SCC2COC3(CCCCC3)O2)n1 (centres undefined),4%,1.7,80,0.1%,-0.3%,i,41,-0.8%,7%,2%,7%,
O=C(Nc1cc(C(F)(F)F)ccc1Cl)c1cc2nc3c(c(C(F)(F)F)n2n1)CCCC3,13%,0.0,47,0.7%,1.5%,i,34,0.2%,-4%,-6%,9%,
Cc1cc(C)nc(N(C#N)Cc2ccc(Br)cc2)n1,-2%,-0.6,61,-0.5%,3.5%,i,14,0.2%,8%,-4%,5%,
CC1/C(=N/O)CC(c2ccccc2)N(C)C1c1ccccc1 (centres undefined),2%,4.5,43,1.3%,0.1%,i,26,0.3%,2%,-3%,4%,
O=C(/C=C/c1cccnc1)c1ccc(F)c(F)c1,4%,61*,49*,1.1%,-0.6%,i,27,1.8%,11%,-40%,2%,
Cc1ccc(CNC(=O)c2oc3ccc(S(=O)(=O)N4CCC5(CC4)OCCO5)cc3c2C)cc1,10%,3.1,47,19%,0.1%,i,23,0.0%,-5%,-2%,-1%,
Cc1c(CN2CCCCC2C)c(=O)n(-c2ccccc2)n1C (centres undefined),-2%,1.1,81,0.1%,-0.6%,i,8,0.2%,-4%,-3%,-4%,
CCOC(=O)N1CCC(N(CCCOC)C(=O)Nc2ccc(CC)cc2)CC1,7%,-0.8,51,1.8%,0.7%,i,26,-0.7%,-12%,-5%,4%,
O=C(Nc1ccccc1-c1nnc(SCc2ccc(Cl)cc2Cl)o1)c1ccccc1,5%,0.3,55,6.7%,3.9%,i,34,-1.6%,-5%,1%,7%,
CC(NC(=O)c1cccs1)C(c1cccs1)N1CCOCC1 (centres undefined),17%,-0.3,60,0.1%,0.1%,i,23,-0.3%,1%,1%,10%,
